ER stress death: protection against thapsigargin ER stress killing – CSM14.1 cells, ATP luminescence, primary screen. CSM14.1 thapsigargin ER stress survival. relative survival (cellular ATP), % at 15 µg/mL (by protocol). hit rate 0.33% among 48,000. AID 1010, 2008;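 active means survival measured by cellular ATP above 50% at 15 µg/ml in the first screen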;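 further: cell death triggered by about 15 µM thapsigargin; ATP read 24 h after thapsigargin was added; plate controls were thapsigargin with DMSO for no effect and DMSO without thapsigargin for full effect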
* hit, by the source's call.

SMILES	ER stress death
O=C(O)CCC(C(=O)O)n1c(O)c(C2=c3ccccc3=NC2=O)sc1=S (configuration not stated)	2
Cc1oc2ccc(OCC(=O)c3ccccc3)cc2c1C(=O)OC(C)C	4
Cc1cc(Cl)ccc1OCC(=O)NNC(=O)c1cccs1	6
CCOC(=O)c1c(N)sc(C(=O)Nc2ccc(Cl)cc2)c1C	-6
CCOc1ccc(NC(=O)c2cncc(Br)c2)cc1	1
Cc1cc([N+](=O)[O-])c(-c2ccc(/C=N/n3cnnc3)o2)cc1Cl	-4
COc1cc(NS(=O)(=O)c2ccc(C)cc2)cc(OC)c1O	-8
COc1ccccc1C(=O)CC(=O)Nc1ccccc1	11
O=C(c1ccccc1I)N1CCN(c2cccc(Cl)c2)CC1	4
COC(=O)C1=C(C)N(CCc2ccc(OC)c(OC)c2)C(=O)C1	0
COC(=O)C1=C(C)NC(C)=C(C(=O)OC)C1c1ccc(OC)c([N+](=O)[O-])c1	11
CC(C)COc1ccc(C(=O)Nc2ccc(F)cc2)cc1	-6
Cc1ccc(Cl)cc1NC(=O)CSc1nnc(SCC(=O)Nc2cc(Cl)ccc2C)s1	18
N#CN=C1CCCN1C(=O)c1ccccc1	0
COC(=O)c1ccccc1NC(=O)c1ccc(-c2ccccc2)cc1	0
CC(C)COc1ccc(C(=O)Nc2ccc(Cl)c(Cl)c2)cc1	3
Cc1ccc2occ(C(=O)c3ccco3)c(=O)c2c1	0
CCC(Oc1ccccc1)C(=O)Nc1ccc(F)c([N+](=O)[O-])c1 (configuration not stated)	-2
O=C(CCC(NC(=O)c1ccccc1)C(=O)NCCCO)OCc1ccccc1 (configuration not stated)	-3
CSC1=NC2(CCCCC2)CC12C=CC(=O)C=C2	-8
COc1ccc(NC(=O)c2ccc(CN(c3ccccc3)S(C)(=O)=O)cc2)cc1OC	7
C=CCN=C1CC(C)(C)CC(=O)/C1=C(/O)CCC	22
CS(=O)(=O)N(CC(=O)Nc1cccc2ccccc12)c1ccc(Oc2ccccc2)cc1	8
CCOc1ccc(N(CC(=O)N2CCCC2)S(=O)(=O)c2ccc(SC)cc2)cc1	6
CCCC1=NN2C(=N)/C(=C/c3cc(OC)ccc3OC)C(=O)N=C2S1	0

An excerpt of these results, with each value named.
COc1ccccc1C(=O)CC(=O)Nc1ccccc1
  ER stress death = 11

O=C(c1ccccc1I)N1CCN(c2cccc(Cl)c2)CC1
  ER stress death = 4

Shown with bars between the fields: 2 of the compounds above
Compound | ER stress death
COc1cc(NS(=O)(=O)c2ccc(C)cc2)cc(OC)c1O | -8
O=C(O)CCC(C(=O)O)n1c(O)c(C2=c3ccccc3=NC2=O)sc1=S (configuration not stated) | 2

Remaining list, next part:
SMILES	ER stress death
COCCCNC(=O)CN(c1cc(OC)ccc1OC)S(C)(=O)=O	2
CCCCN(C)Cc1c(C)[nH]c2c(Cl)cccc2c1=O	-3
COC(=O)c1cccc(NC(=O)COc2ccc(-c3ccc(C)cc3)cc2)c1	-2
O=c1[nH]c2ccccc2nc1/C=C(\O)c1cccs1	-4
O=C(NN1CCOCC1)c1ccc(-c2ccccc2)cc1	8
COc1cc(/C=C2\NC(=S)NC2=O)c([N+](=O)[O-])cc1OC	14
O=C(c1cccnc1)N1CCN(C(=O)c2ccco2)CC1	9
Cc1ccc(NC2CC(C)N(C(=O)c3ccc(F)cc3)c3ccc(C)cc32)cc1 (configuration not stated)	0
Cc1oc(C)c2c(=O)cc(-c3ccc(O)cc3)cc(O)c12	-8
CCOC(=O)c1c(NC(=O)c2cccc([N+](=O)[O-])c2)sc2c1CCC(CC)C2 (configuration not stated)	4
COc1ccc2oc(=O)c(C(=O)NCc3ccccc3)cc2c1	3
CCc1ccc(OCC(=O)Nc2ccc(-c3nc4cc(C)c(C)cc4o3)c(O)c2)cc1	-7
CN(C)c1ccc(/C=C2/C(=O)ON=C2c2ccccc2)cc1Br	4
O=C(Nc1ccc(Br)c(Br)c1)c1ncn[nH]1	5
COc1ccc(NC(=O)c2ccc(NC(=O)C(C)(C)C)cc2)cc1	3
CCOC(=O)c1c(-c2ccccc2)csc1NC(=O)c1ccccc1I	1
O=C(N/N=C/c1cc(Br)ccc1O)NC12CC3CC(CC(C3)C1)C2	4
CC(C)(C)c1cc(N2C(=O)C(=O)/C(=C(\O)c3ccccc3)C2c2cccc([N+](=O)[O-])c2)no1 (configuration not stated)	-2
CCC(Oc1ccccc1)C(=O)Nc1cc(Cl)ccc1Cl (configuration not stated)	-2
CC(NC(=O)CSc1ncc(-c2ccccc2)[nH]1)c1ccccc1 (configuration not stated)	1
O=C(c1ccc(-c2ccccc2)cc1)N1CCN(Cc2ccc(Cl)cc2)CC1	98*
CC(C)(C)NC(=O)c1cnn2c1NC(c1ccc(F)cc1)CC2C(F)(F)F (configuration not stated)	6
Cc1cc(OCC(=O)Nc2ccccc2CO)ccc1Br	3
Cc1cc(F)c(F)c(C(=O)N2CCOCC2)c1Cl	0
COc1cc(/C=C2\C(=O)ON=C2c2ccccc2)cc(OC)c1OC	-5
SMILES	ER stress death
Cc1ccc(C(=O)Nc2nc3ccccc3n2C)cc1	-1
COc1ccc(NC(=O)c2nn3c(C(F)(F)F)cc(-c4ccco4)nc3c2Cl)c(OC)c1	5
O=C(Nc1nnc(SCc2ccccc2)s1)c1cccc2ccccc12	2
COc1ccc(NC(=O)NC(c2ccccc2)c2ccccc2)cc1OC	7
O=C(Nc1ccc2nn(-c3ccc(Cl)cc3)nc2c1)c1ccccc1	-4
O=C(NC12CC3CC(CC(C3)C1)C2)c1ccccc1	4
CCC/C(O)=C1\C(=O)CC(C)(C)CC1=Nc1ccc(OC)cc1	13
C/C(=N\Nc1cccc2cccnc12)c1cc([N+](=O)[O-])cs1	1
COc1ccc(C2C3C(=O)N(c4ccc(F)cc4)C(=O)C3ON2c2ccccc2)cc1 (configuration not stated)	6
Cc1ccc(/C=N/NC(=O)c2ccccc2C)cc1	2
CCCOC(=O)C1=C(C)NC2=C(C(=O)CC(c3ccc(OC)cc3)C2)C1c1ccc(OCc2ccccc2)c(OC)c1 (configuration not stated)	6
Clc1ccc(CSc2ncn[nH]2)cc1	-6
N#C/C(=C/c1cccc(O)c1)C(=O)Nc1cccc(Br)c1	0
C=CCN(c1ccc(C(=O)O)cc1)S(=O)(=O)c1ccc(NC(=O)OC)cc1	8
CC(=O)Oc1ccc(-c2cccc(C(=O)NCCO)c2)cc1	1
O=[N+]([O-])c1cc(-n2ncnc2-c2ccc3c(c2)OCO3)ccc1F	3
O=C(Nc1cccc2nsnc12)c1cccc(Br)c1	9
COc1ccc(CN2CCN(C(=O)c3ccc(F)cc3)CC2)c(OC)c1OC	0
CCOC(=O)c1ccc(NC(=O)c2cc(OCC)cc(OCC)c2)cc1	4
O=C1CSC(=S)N1N1C(=O)C2C3C=CC(C3)C2C1=O (configuration not stated)	6
Cc1ccccc1CN1CCN(Cc2ccncc2)CC1	2
Cc1ccc(NC(=O)Cc2nnc(NC(=O)Nc3cccc(Cl)c3)s2)cc1	7
CC(=O)c1ccc(OC(C)C)c(CSc2nc(O)cc(=O)[nH]2)c1	-1
Cc1cccc(N2C(=O)c3ccc4c5c(ccc(c35)C2=O)CC4)c1C	3
O=C(O)Cc1nonc1NCn1nnc2ccccc21	-1
SMILES	ER stress death
CC(C)/C=C1\CCCC\C1=N/NC(N)=O	6
COC(=O)c1ccccc1NC(=O)CN(c1cccc(OC)c1)S(=O)(=O)c1ccccc1	7
O=C(Nc1ccc(Cl)cc1)C(c1ccccc1)c1ccccc1	7
O=C(COc1ccc(F)cc1)N1CCN(C(=O)COc2ccc(F)cc2)CC1	-2
CCOc1cc(C2C3=C(CC(C)(C)CC3=O)OC3=C2C(=O)CC(C)(C)C3)ccc1OCc1ccccc1F	8
COc1ccc(/C=C2\SC(=S)N(NC(=O)c3ccccc3Br)C2=O)cc1OC	5
Cc1cc(OCC(O)CNC(C)C)cc(C)c1Cl (configuration not stated)	-5
COc1ccc(S(=O)(=O)Nc2ccc(C)cn2)cc1	11
CC(=O)NNC(=O)COc1ccc(C)cc1	12
Cc1ccccc1N1C(=O)NC(=O)/C(=C/c2cn(CC(=O)Nc3ccccc3)c3ccccc23)C1=O	-1
C=CCOc1ccc(/C=C2/C(=O)NC(=S)N(CC=C)C2=O)cc1OCC	-2
COc1ccc(C2CC(=O)C3=C(C2)Nc2ccccc2NC3c2ccc(OCc3ccccc3)cc2)cc1 (configuration not stated)	94*
CCOP(=O)(OCC)/C(=N/OC(=O)c1ccccc1C)C(N)=O	0
O=C1/C(=C/c2ccccc2)SC(=S)N1/N=C/c1ccccc1	2
COc1ccc(C(=O)Nc2ccccc2)cc1NC(C)=O	12
O=C(CN1C(=O)/C(=C/c2ccccc2)SC1=S)Nc1cccc(C(=O)O)c1	4
Cc1nn(CC(=O)N2CCCC2)c(C)c1[N+](=O)[O-]	12
CCN(CC)CCNC(=O)COc1ccccc1O	16
COc1cc(NC(=O)c2cnn3c2NC(c2ccco2)CC3C(F)(F)F)c(OC)cc1Cl (configuration not stated)	-7
COc1ccc(Br)cc1CN1CCN(Cc2cccc([N+](=O)[O-])c2)CC1	1
O=C(Nc1cc(C(F)(F)F)cc(C(F)(F)F)c1)c1cc2ccccc2o1	-2
COC(=O)C1=C(C)N(C)C(C)=C(C(=O)OC)C1c1cccc(F)c1	-5
COc1cc(NS(=O)(=O)c2ccc(F)cc2)c(OC)cc1NC(C)=O	9
N#C/C(=C\c1ccc(N2CCOCC2)o1)C(=O)NCC1CCCO1 (configuration not stated)	10
CCOc1ccc(-c2cc(C)n3nc(C(=O)Nc4cc(OC)c(Cl)cc4OC)cc3n2)cc1	11

Exported with each value named: entries from further up
COC(=O)C1=C(C)N(C)C(C)=C(C(=O)OC)C1c1cccc(F)c1
  ER stress death: -5

COc1cc(NS(=O)(=O)c2ccc(F)cc2)c(OC)cc1NC(C)=O
  ER stress death: 9

N#C/C(=C\c1ccc(N2CCOCC2)o1)C(=O)NCC1CCCO1 (configuration not stated)
  ER stress death: 10

CCOc1ccc(-c2cc(C)n3nc(C(=O)Nc4cc(OC)c(Cl)cc4OC)cc3n2)cc1
  ER stress death: 11

(more compounds)
SMILES	ER stress death
Cc1ccc(N2CC(C(=O)Nc3cccc(C)c3)CC2=O)cc1 (configuration not stated)	-2
COc1ccccc1NC(=O)C1=C(C)NC(SCC(N)=O)=C(C#N)C1c1ccco1 (configuration not stated)	10
COc1cc(/C=C2/C(=O)NC(=O)N(c3ccc(C(C)C)cc3)C2=O)cc(OC)c1O	-1
Cc1nn(C(c2ccccc2)C(O)(c2ccccc2)c2ccccc2)c(C)c1Br (configuration not stated)	-4
CC1CCN(Cc2c(O)ccc3c(=O)c(-c4ccc(Cl)cc4)coc23)CC1	-1
O=C1CC(c2cc(Br)ccc2F)c2ccc3ccccc3c2N1 (configuration not stated)	3
Cc1ccc2c(Cl)c(C(=O)Nc3nc(-c4ccccc4)cs3)sc2c1	1
COc1ccc(-c2nc3ccccc3c(=O)o2)c(OC)c1	11
O=C(c1cccc([N+](=O)[O-])c1)c1ccc2c(c1)C(=O)N(c1cccc(-c3nc4ccccc4o3)c1)C2=O	8
CCOC(=O)c1c(NC(=O)c2cccs2)sc(C(=O)Nc2ccc(OC)cc2OC)c1C	0
CCOC(=O)c1c(NC(=O)COc2ccc(-c3ccccc3)cc2)sc(C(C)=O)c1C	25
CCOc1ccccc1CN(CCc1ccc2c(c1)OCO2)Cc1cc(OC)ccc1OC	3
CC(CNC(=O)Nc1cccc(Cl)c1)NC(=O)Nc1cccc(Cl)c1 (configuration not stated)	2
Cc1ccc(S(=O)(=O)Nc2sc(Cc3ccccc3)c(C)c2C(N)=O)cc1	14
COC(=O)c1ccc(NC(=O)COc2c(C)cccc2C)cc1	6
O=c1[nH]c(SCc2nc3ccccc3[nH]2)nc2ccccc12	8
CN(C)CCCNCCCc1ccc(C(C)(C)C)cc1	-3
CC(=O)Oc1cccc(N2C(=O)C3C4C=CC(C4)C3C2=O)c1 (configuration not stated)	2
O=C(N/N=C\c1ccccc1O)c1cc(-c2ccccc2)nc2ccccc12	8
CC1=C(C(=O)Nc2ccccc2C)C(c2ccccc2Br)NC(=S)N1 (configuration not stated)	-2
C=CCN1C(=O)C(Cc2ccc(Br)cc2)S/C1=N\N=C\c1cccs1 (configuration not stated)	0
O=C(CSc1nnc(CCCN2C(=O)c3cccc4cccc(c34)C2=O)n1-c1ccccc1)NCCCn1ccnc1	12
Cc1cc(C)c(NC(=O)C2CCCN2Cc2ccccc2)c(C)c1 (configuration not stated)	14
O=C(Cn1c(C(=O)c2ccccc2)nc2ccccc21)c1ccccc1	13
O=C(/C=C/c1ccc(F)cc1)N1CCN(Cc2ccccc2)CC1	7

Given as labelled records: 4 of the compounds above
Cc1ccc(S(=O)(=O)Nc2sc(Cc3ccccc3)c(C)c2C(N)=O)cc1
  ER stress death = 14
COC(=O)c1ccc(NC(=O)COc2c(C)cccc2C)cc1
  ER stress death = 6
O=c1[nH]c(SCc2nc3ccccc3[nH]2)nc2ccccc12
  ER stress death = 8
CN(C)CCCNCCCc1ccc(C(C)(C)C)cc1
  ER stress death = -3

(list continues)
SMILES	ER stress death
C#CCn1cc(/C=C(/C#N)C(=O)Nc2ccc(OC)cc2)c2ccccc21	-6
O=C(Nc1c(C(=O)N2CCCCCC2)cnn1-c1ccccc1)c1ccc(Br)cc1	-1
Cc1ccc(Cl)c(OCCCN2CCCCC2)c1	-2
O=C(NC1CCN(Cc2ccccc2)CC1)c1ccc(F)cc1	5
COc1cccc(C(=O)O/N=C(\N)c2ccccc2)c1	-10
O=C(Nc1ccc(-c2nc3cc(Cl)ccc3o2)cc1)c1ccc(Br)o1	14

An excerpt. The share of hits here may be higher or lower than overall.
